# Source: PubChem BioAssay
# PriA SSB inh: inhibitors of Klebsiella pneumoniae PriA binding to SSB C-terminal tail; AlphaScreen SSBct-PriA binding, biotinylated peptide; actives 0.6% (n = 430,000); AID 1272365; inhibition, % at 33 µM; in the data active = inhibition mostly above about 37%, no sharp cut-off; inactive = mostly below about 20%;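 note: plate controls were negative control peptide for no effect and reference peptide for full effect; strong numbers were not always called active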
# BoNT-A LC inh2: blocks Botulinum neurotoxin A light chain protease | multiplex microsphere protease substrate cleavage, flow cytometry | inhibition, % at 10 µM | actives 0.17% (n = 360,000) | AID 588499; note: plate controls were buffer without enzyme for full effect and enzyme alone for no effect
# 3CLpro inhibitor: SARS-CoV 3CLpro protease inhibition; P0C6X7; recombinant SARS-CoV 3CLpro, quenched FRET peptide cleavage; inhibition, % at 6 µM; actives 0.14% (n = 290,000); AID 1706; in the data active = inhibition above about 12%
# VHR inh abs: DUSP3 (human) phosphatase inhibition; P51452; recombinant VHR phosphatase, pNPP absorbance; inhibition, % at 13.3 µM; actives 0.52% (n = 290,000); in the data active = inhibition above about 50%; note: some compounds called inactive have numbers as strong as hits
# CCHFV vOTU inh: CCHFV vOTU protease inhibition | Pep-AMC fluorescence | inhibition, % at 11.5 µM | actives 0.55% (n = 370,000); in the data active = inhibition above about 30%; note: 0% = vehicle wells with enzyme and 100% = no enzyme wells
# Anthrax LF inh2: anthrax lethal factor protease inhibition; P15917; multiplex microsphere protease cleavage assay, LF; inhibition, % at 10 µM; actives 0.12% (n = 360,000); note: plate controls were buffer without enzyme for full effect and enzyme alone for no effect
# Y pestis TopoI: blocks Yersinia pestis topoisomerase I activity; Y. pestis Topo-I cleavage product accumulation, plate reader; activity, % at 10 µM; actives 0.064% (n = 360,000); AID 504884; in the data active = activity above about 50%, passing the limit was not always enough; inconclusive = no clear call, values can overlap the other calls; note: inactives centre near 2
# Vc quorum ag: quorum light induction in luxS cqsA deficient V. cholerae | activation, % at 18.7 µM | V. cholerae BH1578 lux reporter, luminescence, 6 h | actives 0.16% (n = 350,000); in the data active = activation mostly above about 9.7%, no sharp cut-off; inconclusive = no clear call, values can overlap the other calls; inactive = mostly below about 3.7%; note: not every result past the cut was called active; inactives centre near 0; reference of the scale not given here
# TcdB GH inh: inhibitors of Clostridioides difficile toxin B glycohydrolase; P18177; TcdB glycohydrolase enzymatic assay, plate reader; inhibition, % at 9.99 µM; actives 0.24% (n = 350,000); in the data active = inhibition above about 10%
# PfHsp40 yeast: restores yeast growth despite PfHsp40 toxicity | S. cerevisiae expressing PfHsp40, growth rescue, ATP luminescence | growth rescue, % at 12.5 µM | actives 0.68% (n = 340,000) | AID 504582; in the data active = growth rescue above about 28%, passing the limit was not always enough; inconclusive = no clear call, values can overlap the other calls;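 note: yeast W303a lacking pdr1 and pdr3 grown in galactose medium; growth measured after three days at 30 °C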
# An asterisk follows results filed as active; i = inactive; ? = inconclusive; · = no result given; & = joins results of further samples. Cut-off read from the data, not from the text of the source, unless noted: active = inhibition above about 30%; inconclusive = no clear call, values can overlap the other calls; inactive = below that.
SMILES,PriA SSB inh,BoNT-A LC inh2,3CLpro inhibitor,VHR inh abs,CCHFV vOTU inh,Anthrax LF inh2,Y pestis TopoI,Vc quorum ag,TcdB GH inh,PfHsp40 yeast
O=C(Nc1ccccc1N1CCCCC1)c1ccc(Cl)c([N+](=O)[O-])c1,5,-0.3,3,20,-6,3,-2,-0.3,-0.5,1.8
COc1cccc(C(C(=O)NC2CCCC2)N(Cc2ccc(C)cc2)C(=O)c2ccco2)c1OC (stereo not drawn),-19,0.5,3,9,19,-3,11,i,·,-1.3
Cc1cc(=O)oc(C)c1C(=O)Nc1c(C)n(C)n(-c2ccccc2)c1=O,1,0.0,-1,32,7,4,1,0.3,·,-1.0
COc1ccc(C(=O)Nc2cccc(C(C)=O)c2)cc1S(=O)(=O)N1CCOCC1,1,-0.8,3,24,-2,-12,-12,i,·,-1.7
CCn1c(SCC(=O)Nc2ccc3c(c2)OCO3)nc2c(c1=O)SC(C)C2 (stereo not drawn),-11,-0.3,-2,36,5,-10,-8,0.0,-0.7,0.4
O=C(CSc1ccc(S(=O)(=O)N2CCCCC2)cn1)Nc1ccccc1Br,-10,-0.4,·,·,14,1,28,0.2,1.7,1.4
O=c1nc2ccccc2c(NS(=O)(=O)c2ccc(Cl)cc2)n1-c1ccccc1,-4,-0.7,1,11,-2,-2,-2,0.8,·,-1.2
CC(=O)Nc1ccc(S(=O)(=O)NCC(=O)OCc2ccccc2)cc1,-4,-0.7,-2,2,3,-4,-4,-0.8,0.9,1.3
Cc1c(C(=O)O/N=C(\N)c2ccccn2)cccc1[N+](=O)[O-],i,-0.3,-3,-10,-4,-8,3,-2.0,0.1,-1.6
Cc1ccc(-n2c(C)cc(C)c(C#N)c2=O)cc1C,-8,-0.6,3,1,12,1,-1,1.6,0.4,0.5
CCC(c1nnnn1Cc1ccco1)N(CCN1CCOCC1)Cc1cc2cc(C)ccc2[nH]c1=O (stereo not drawn),3,2.6,-1,-12,3,1,-2,i,·,-0.5
O=C(N/N=C/c1ccsc1)c1cc(-c2cccs2)nc2ccccc12,·,0.3,4,4,-10,4,-10,-0.6,-0.2,2.1

# 4 compounds picked at random from those above:
SMILES,PriA SSB inh,BoNT-A LC inh2,3CLpro inhibitor,VHR inh abs,CCHFV vOTU inh,Anthrax LF inh2,Y pestis TopoI,Vc quorum ag,TcdB GH inh,PfHsp40 yeast
O=C(CSc1ccc(S(=O)(=O)N2CCCCC2)cn1)Nc1ccccc1Br,-10,-0.4,·,·,14,1,28,0.2,1.7,1.4
COc1ccc(C(=O)Nc2cccc(C(C)=O)c2)cc1S(=O)(=O)N1CCOCC1,1,-0.8,3,24,-2,-12,-12,i,·,-1.7
CCC(c1nnnn1Cc1ccco1)N(CCN1CCOCC1)Cc1cc2cc(C)ccc2[nH]c1=O (stereo not drawn),3,2.6,-1,-12,3,1,-2,i,·,-0.5
O=C(N/N=C/c1ccsc1)c1cc(-c2cccs2)nc2ccccc12,·,0.3,4,4,-10,4,-10,-0.6,-0.2,2.1

# The list goes on:
SMILES,PriA SSB inh,BoNT-A LC inh2,3CLpro inhibitor,VHR inh abs,CCHFV vOTU inh,Anthrax LF inh2,Y pestis TopoI,Vc quorum ag,TcdB GH inh,PfHsp40 yeast
O=C(O)Cc1sc(-c2ccccc2Cl)nc1-c1ccccc1,-24,-0.2,6,-14,2,-1,-2,-0.5,·,0.3
O=C(O)C1CCN(C(=O)COc2ccc(Br)cc2)CC1,1,1.8,1,0,6,-2,7,i,1.6,0.2
Cc1[nH]c2ccccc2c1/C=N\NC(=O)c1ccco1,·,-0.4,-6,-2,9,-2,-5,-0.7,0.5,-0.2
COc1ccc(OC)c(NC(=O)C2CCN(c3ncccn3)CC2)c1,-5,1.3,-3,3,-5,-4,10,i,·,-0.1
Cc1nn(-c2ccc(F)cc2)c(Cl)c1/C=N/NC(=O)c1cccc(S(=O)(=O)N2CCCC2)c1,·,-2.1,-4,11,-5,2,7,i,-0.4,-0.4
CC1CN(S(=O)(=O)c2ccc(C(=O)NC3CCCCC3)cc2)CC(C)O1 (stereo not drawn),-12,-0.3,·,·,-2,0,0,-1.7,1.1,0.6
O=C(Nc1ccccc1F)c1ccc([N+](=O)[O-])s1,3&30,-0.9,2,8,0,-4,25,-0.4,1.4,4.2
COc1ccc(CNC(=O)CCN2C(=S)NC(C)(C)CC2C)cc1 (stereo not drawn),-10,-0.1,3,33,0,2,5,i,-0.8,-1.0
Cc1ccc(-c2nc(C#N)c(N3CCC(C(N)=O)CC3)o2)cc1,-1,-1.7,-3,1,-56,-3,9,-0.4,-0.5,-0.4
COc1ccc(C(O)C(CN2CCOCC2)c2ccccc2)cc1F (stereo not drawn),-12,-0.8,-7,10,0,-4,1,i,·,-2.0
O=C(NCCC(=O)N(CCc1ccccc1)Cc1ccccc1)c1ccccc1Cl,-2,0.6,·,·,11,2,15,-5.6,-1.4,-0.4
COc1ccc(C(O)c2ncc(-c3ccccc3)[nH]2)cc1 (stereo not drawn),·,-0.4,·,·,-4,-6,6,-0.4,1.0,·
CC(C)CN(CC(C)C)S(=O)(=O)N1CCC(C(=O)NCc2ccc3c(c2)OCO3)CC1,-3,0.3,-1,2,0,2,27,-0.3,0.3,0.7
COc1cccc(CN(C)CCCn2cnc(C(=O)Nc3ccc(C)c(C)c3)n2)c1,0,-0.2,·,·,-6,4,20,i,3.4,-0.1
O=C(Nc1ccc(Cl)cn1)c1ccc(Oc2ccccc2)cc1,0,-0.1,1,5,-6,-8,8,i,0.7,1.3
Cc1ccc(NC(=O)c2cc(S(=O)(=O)N3CCCC3)cn2C)cc1C,3,-0.4,3,13,10,4,-5,-0.3,-0.3,-0.3
O=C(Nc1cccc(S(=O)(=O)NC2=NCCCCC2)c1)c1cc(-c2ccc(Cl)cc2)nc2ccccc12,3,0.8,-6,10,13,-2,5,-3.4,3.0,1.4
CC(=O)CCC(=O)OCC(=O)c1ccc(C(F)(F)F)cc1,-23,0.5,-1,-9,-1,5,-1,0.9,0.9,0.0
CN1C(=O)[C@H]2[C@@H](/C=C/c3ccccc3)N3C(=O)CN(CCO)C(=O)[C@@]3(C)[C@H]2C1=O,2,0.2,-5,5,5,-1,4,-9.5,0.2,-2.6
COc1ccc(C(=O)c2oc3ccc(OC)cc3c2NC(C)=O)cc1,-2,3.6,1,14,-2,-1,11,i,0.6,1.5
CCOC(=O)CCNC(=O)N1CCCC(CNS(=O)(=O)Cc2ccccc2)C1 (stereo not drawn),2,0.6,2,6,-3,-3,-8,-0.2,-0.9,0.3
c1ccc(-c2nc3nc4ccccc4nc3n2CC2CCCO2)cc1 (stereo not drawn),-19,0.8,3,2,-56,-4,13,-0.4,1.6,-0.2
O=C(NCCCO)c1cc2c(cn1)[nH]c1ccccc12,-7,-3.1,-2,23,-11,-24,-4,-0.3,5.0,0.3
CCc1cc2c(SCC(=O)N(CC)c3c(N)n(Cc4ccccc4)c(=O)[nH]c3=O)ncnc2s1,-1,0.6,-6,42,-7,6,7,0.5,-0.2,-1.6

# Molecules above containing a COOH group (two):
SMILES,PriA SSB inh,BoNT-A LC inh2,3CLpro inhibitor,VHR inh abs,CCHFV vOTU inh,Anthrax LF inh2,Y pestis TopoI,Vc quorum ag,TcdB GH inh,PfHsp40 yeast
O=C(O)Cc1sc(-c2ccccc2Cl)nc1-c1ccccc1,-24,-0.2,6,-14,2,-1,-2,-0.5,·,0.3
O=C(O)C1CCN(C(=O)COc2ccc(Br)cc2)CC1,1,1.8,1,0,6,-2,7,i,1.6,0.2

# (listing goes on)
SMILES,PriA SSB inh,BoNT-A LC inh2,3CLpro inhibitor,VHR inh abs,CCHFV vOTU inh,Anthrax LF inh2,Y pestis TopoI,Vc quorum ag,TcdB GH inh,PfHsp40 yeast
Cc1noc(C)c1CSc1nc2ccccc2c(=O)n1-c1ccc(Cl)cc1,0,?,-3,16,1,0,17,i,·,1.6
COc1cccc(NC(=O)c2ccc3c(c2)OCCO3)c1,0,-1.4,-3,34,0,-2,0,-0.3,-0.1,-2.5
Cc1ccc(S(=O)(=O)N2CCC(C(=O)N[C@@H](C)C(=O)NCc3ccccc3)CC2)cc1,-15,-0.1,0,2,1,1,-4,-0.2,·,0.7
N/C(=N/OC(=O)c1ccccc1Cl)c1nonc1N,·,-0.7,-2,16,-9,-6,-1,0.5,-0.3,-0.1
CC1=NCCc2c1[nH]c1ccccc21,20,25,0,26,-8,-38,-3,-0.4,1.2,0.1
CCCCn1ccnc1C(=O)c1ccc(S(=O)(=O)N(CCOC)CCOC)cc1,-4,0.8,-2,16,29,-7,12,i,·,1.0
CCN(CC(=O)NCc1cccs1)S(=O)(=O)c1cc(NC(C)=O)ccc1OC,-18,·,·,·,-7,·,-4,i,-0.1,1.0
CCNC(=O)c1ccc(NS(=O)(=O)c2ccc3[nH]c(=O)[nH]c3c2)cc1,-3,0.0,4,1,1,-1,5,3.8,-0.3,-2.4
COc1ccc2c(c1)-c1nc(/N=C/c3cccc(OC)c3O)sc1CC2,·,-1.2,6,1,3,-4,-7,-0.4,·,-1.3
Cc1cccc(N2CCN(C(=O)c3cc(COc4ccc(F)c(F)c4)on3)CC2)n1,-11,0.3,-5,51*,22,0,15,-0.3,1.5,-0.8
CCC(C)N1C(=O)CCC1C(=O)NCc1ccc2c(c1)OCO2 (stereo not drawn),9,-0.7,4,0,6,-3,2,-0.4,0.4,-0.3
Cc1ccc(C)c(N2CCN(CC3CCCCC3)CC2)c1,-2,2.1,-1,1,6,4,-4,-0.6,-0.5,0.9
NC(=O)c1nsc(C(=O)N(c2ccccc2F)C(C(=O)NCc2ccc(F)cc2)c2ccc(O)cc2)c1N (stereo not drawn),-3,-0.9,3,21,-48,0,4,0.8,1.5,1.0

# 2 consecutive entries already listed:
SMILES,PriA SSB inh,BoNT-A LC inh2,3CLpro inhibitor,VHR inh abs,CCHFV vOTU inh,Anthrax LF inh2,Y pestis TopoI,Vc quorum ag,TcdB GH inh,PfHsp40 yeast
Cc1ccc(C)c(N2CCN(CC3CCCCC3)CC2)c1,-2,2.1,-1,1,6,4,-4,-0.6,-0.5,0.9
NC(=O)c1nsc(C(=O)N(c2ccccc2F)C(C(=O)NCc2ccc(F)cc2)c2ccc(O)cc2)c1N (stereo not drawn),-3,-0.9,3,21,-48,0,4,0.8,1.5,1.0

# Some of the compounds tested, so the mix of outcomes need not match the whole.
